HCV inhibitor: blocks hepatitis C virus; Huh7.5.1 HCVcc-Cre infection, luciferase reporter, 44 h; Potency, µM (doses to about 41.8 µM), without a hit: at the highest dose activity change, negative = inhibition, most hits filed as inhibitors; 340,000 tested, 3.4% active; AID 651820; further: potency means the concentration at half of the fitted maximal effect
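Cells seeded at 1,000/well and cultured 4 h, then compounds added followed by HCVcc-Cre virus (~0.5 moi). After 44 h further culture, luciferase substrate was added, plates held 15 min at room temperature, and luminescence read for 15 sec.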
HCMV antiviral: inhibitors of human cytomegalovirus; AID 1259415; 410,000 tested, 4.5% active; activity change, negative = inhibition, % at 57.5 µM; HFF cells, HCMV-luciferase reporter, 72 h; hits give low values; in the data active means activity change below about -60%; inconclusive means no clear call, values can overlap the other calls; inactive means above about -39%
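Human foreskin fibroblasts infected with luciferase-reporter HCMV at MOI 1 PFU/cell, compounds at two doses. Luciferase measured 72 h post infection; normalized to buffer-only basal and Salinomycin (10uM) controls.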
Sm TGR block: inhibitors of Schistosoma mansoni thioredoxin glutathione reductase. Q962Y6. purified TGR, DTNB reduction, TNB absorbance 405 nm. Potency, µM (highest dose often 114 µM), without a hit: at the top dose activity change, negative = inhibition, usual class: inhibitors. 360,000 tested, 3% active; further: potency means the concentration at half of the fitted maximal effect; nearly all actives have a fitted effect of over 60% in size
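Kinetic colorimetric format: TGR-catalysed, NADPH-driven DTNB reduction monitored via TNB absorbance. Enzyme dispensed at 20 nM; compound exposure 15 min at room temperature before reaction start.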
AMA1 RON2 block: inhibitors of Plasmodium falciparum AMA1-RON2 interaction | 360,000 tested, 0.2% active | Potency, µM (top dose mostly 58.2 µM), for the others: at the top dose activity change, negative = inhibition, actives largely listed as inhibitors | AlphaScreen AMA1-biotinylated RON2 peptide binding | AID 720542;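 further: potency means the concentration at half of the fitted maximal effect; 0% = vehicle wells and -100% = peptide control; nearly all actives have a fitted effect of over 45% in size; some results filed as inactive show a strong effect at the top dose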
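AMA1 (3D7) with his tag at 25 nM final met compounds first, then biotinylated RON2 peptide at 25 nM; detection used donor plus acceptor beads, 10 µg/mL apiece, read by AlphaScreen after 30 min at room temperature.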
Giardia FBPA inh: inhibitors of Giardia lamblia fructose-1,6-bisphosphate aldolase. purified Giardia FBPA. AID 2451. 290,000 tested, 0.71% active. Potency, µM (series often up to 59.6 µM), without a hit: at the highest dose activity, negative = inhibition, hits mostly inhibitors. A8B2U2; further: potency means the concentration at half of the fitted maximal effect; nearly all actives have a fitted effect of over 55% in size
Target sequence (A8B2U2 whole entry, looked up): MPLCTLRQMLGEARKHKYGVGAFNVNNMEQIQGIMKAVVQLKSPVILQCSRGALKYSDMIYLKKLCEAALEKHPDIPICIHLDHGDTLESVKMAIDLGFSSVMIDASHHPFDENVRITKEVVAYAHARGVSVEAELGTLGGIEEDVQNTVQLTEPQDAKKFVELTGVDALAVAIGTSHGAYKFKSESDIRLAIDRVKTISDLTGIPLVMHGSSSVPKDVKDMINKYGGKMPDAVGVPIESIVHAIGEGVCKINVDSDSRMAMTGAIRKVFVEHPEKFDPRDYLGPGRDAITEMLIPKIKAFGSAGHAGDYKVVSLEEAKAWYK
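40 nM FBPA preincubated 10 min at RT with compound (up to 57.5 uM final), then substrate plus GAPDH/TPI/NAD/arsenate coupling and diaphorase/resazurin added. Fluorescence read after 20 min at RT, 525/598 nm.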
AmpC inh detg: inhibitors of E. coli AmpC beta-lactamase with detergent. 370,000 tested, 0.041% active. Potency, µM (titrated, usually from 114 µM), without a hit: at the highest dose activity change, negative = inhibition, most hits filed as inhibitors. P00811. AmpC hydrolysis of nitrocefin, absorbance 480 nm, 0.01% Triton;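 further: potency means the concentration at half of the fitted maximal effect; 0% = no-compound wells and -100% = no-enzyme wells; nearly all actives have a fitted effect of over 25% in size; some results filed as inactive show a strong effect at the top dose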
Target sequence (P00811 whole entry, looked up): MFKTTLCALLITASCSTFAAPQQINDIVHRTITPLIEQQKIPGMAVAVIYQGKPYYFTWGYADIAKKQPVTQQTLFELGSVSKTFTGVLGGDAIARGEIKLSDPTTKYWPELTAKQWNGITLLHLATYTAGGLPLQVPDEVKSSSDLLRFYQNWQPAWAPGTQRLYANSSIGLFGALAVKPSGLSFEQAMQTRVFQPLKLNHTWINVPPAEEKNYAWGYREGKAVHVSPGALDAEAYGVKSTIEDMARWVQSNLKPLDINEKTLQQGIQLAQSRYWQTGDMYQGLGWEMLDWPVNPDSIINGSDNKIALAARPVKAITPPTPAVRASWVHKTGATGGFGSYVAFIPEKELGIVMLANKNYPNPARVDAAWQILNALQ
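20 mM phosphate pH 7.0 + 0.01% (detergent screen) or 0.0001% Triton X-100; 5.3 nM AmpC reagent; cpd preinc 15 min RT; nitrocefin (800 uM stock) to start; A480 q20 s × 4 min; Activity was normalised to no-enzyme and no-compound control wells.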
* hit, by the source's call; ? = inconclusive; · = no result given; [ ] = remark or other dose. Unless noted, the call rests on the fitted dose curve; in most records, active means well fitted curve in the direction sought with a large enough effect; inconclusive means small, poorly fitted or top-dose-only effect, or another doubt; inactive means no such curve, though single readings can be large; an effect the other way counts as inactive or inconclusive. Unless noted, on the % scale 0 is the no-effect control and ±100 the full control effect.

[1] C=CCn1c(NCCc2ccccc2)nc2c1c(=O)n(C)c(=O)n2C
[2] COc1ccc(-n2nc3c(c2NC(=O)c2ccc(N4C(=O)CCC4=O)cc2)CSC3)cc1
[3] CC1CC(C(O)c2ccccn2)C(=O)C(C(O)c2ccccn2)C1 (stereo unspecified)
[4] COc1ccc(CNCc2cc3c(C(C)(C)C)nn(-c4ccccc4)c3[nH]c2=O)cc1
[5] Cc1ccccc1-c1nnc(SCC(=O)NC2CCCC2)o1
[6] Cc1cc(N2CCN(C)CC2)nc2ccc(NC(=O)Nc3ccc(F)cc3)cc12
Compound	1	2	3	4	5	6
HCV inhibitor	?	-25%	-4%	-1%	-2%	·
HCMV antiviral	-82*	0	9	-32	-16	-6
Sm TGR block	-2%	6%	·	38%[activator]	2%	6%
AMA1 RON2 block	-7%	6%	4%	68%[activator]	-7%	·
Giardia FBPA inh	-15%	0%	·	-5%	11%	·
AmpC inh detg	?	3%	·	-11%	-5%	24%

[7] CCc1cc(=O)oc2c(C)c(OCC(=O)NC3CC(C)(C)NC(C)(C)C3)ccc12
[8] Cc1cccc(N2CCN(c3nc4ccccc4c4nnc(C)n34)CC2)c1C
[9] CC(CNC(=O)c1ccccc1[N+](=O)[O-])NC(=O)c1ccccc1[N+](=O)[O-] (stereo unspecified)
[10] Cn1c(-c2ccc[nH]c2=O)nc2cc(Cl)ccc21
[11] Cc1ccc(S(=O)(=O)Nc2cnn(-c3ccccc3)c(=O)c2Cl)cc1
[12] COc1ccccc1N1CCNC(C)C1=O (stereo unspecified)
Compound	7	8	9	10	11	12
HCV inhibitor	-28%	·	12%	-15%	6%	7%
HCMV antiviral	·	5	18	50	-26	10
Sm TGR block	-6%	7%	·	-30%	6%	-14%
AMA1 RON2 block	3%	·	-4%	-2%	-15%	-5%
Giardia FBPA inh	·	·	·	1%	-2%	?
AmpC inh detg	-1%	8%	·	-8%	-12%	?

[13] CC(C)(CCc1ccccn1)C(=O)C(CCc1ccccn1)CCc1ccccn1
[14] Cc1cc(C)cc(NC(=O)COC(=O)CCCNC(=O)c2ccc(Cl)cc2)c1
[15] O=C(NC1=NCCS1)c1sc2cc(F)ccc2c1Cl
[16] O=C(c1cc(C(=O)c2ccco2)cc(C(=O)c2ccco2)c1)c1ccco1
[17] COc1ccc(C(=O)C2CCCN(S(=O)(=O)c3cccc(C)c3)C2)c(C)c1 (stereo unspecified)
[18] Cc1c(NS(=O)(=O)c2ccc3nc(COc4ccccc4Cl)[nH]c3c2)c(=O)n(-c2ccccc2)n1C
Compound	13	14	15	16	17	18
HCV inhibitor	9%	3%	-7%	-2%	·	7%
HCMV antiviral	-12	-21	104	-13	12	-24
Sm TGR block	·	-11%	-6%	-22%	19%	7%
AMA1 RON2 block	9%	2%	45%[activator]	-6%	-7%	-8%
Giardia FBPA inh	·	4%	2%	2%	·	0%
AmpC inh detg	·	2%	0%	-15%	4%	-20%

Complete entries as entered above:
Entry for `O=C(c1cc(C(=O)c2ccco2)cc(C(=O)c2ccco2)c1)c1ccco1` : HCV inhibitor = -2%; HCMV antiviral = -13; Sm TGR block = -22%; AMA1 RON2 block = -6%; Giardia FBPA inh = 2%; AmpC inh detg = -15%
Entry for `COc1ccc(C(=O)C2CCCN(S(=O)(=O)c3cccc(C)c3)C2)c(C)c1` (stereo unspecified) : HCV inhibitor = ·; HCMV antiviral = 12; Sm TGR block = 19%; AMA1 RON2 block = -7%; Giardia FBPA inh = ·; AmpC inh detg = 4%

The results go on.
[19] Cc1ccc(C)n1-c1ccc2c(c1)COC2=O
[20] Cc1ccc(CSc2nnc(-n3c(=O)c(C#N)cc4c(=O)n5cc(C)ccc5nc43)s2)cc1
[21] CC(=O)N1Cc2ccccc2C(C)CC12CCCC2 (stereo unspecified)
[22] O=C(Nc1ccc(Cl)cc1)/C(=C1\CCCN1)[N+](=O)[O-]
[23] Cc1ccccc1Cn1c(=O)n(Cc2ccco2)c(=O)c2ccccc21
[24] COc1ccc(CN(Cc2cccnc2)C(=S)NCCc2ccccc2)cc1OC
Compound	19	20	21	22	23	24
HCV inhibitor	·	·	?	13%	13%	19%
HCMV antiviral	·	-5	26	-21	?	-13
Sm TGR block	11µM*	1%	9%	1%	-13%	-7%
AMA1 RON2 block	·	·	-9%	-12%	1%	13%
Giardia FBPA inh	-15%	·	-5%	4%	-3%	-10%
AmpC inh detg	2%	3%	-8%	-1%	2%	?

[25] CCOC(=O)c1cc2sc(C)cc2n1CC(=O)N1CCOCC1
[26] Cc1ccc(-c2nnc(Nc3cccc(O)c3)c3ccccc23)cc1S(=O)(=O)N1CCN(C)CC1
[27] CCC(CC)CN1CCC(CN2CCNC(=O)C2=O)CC1
[28] CCN1CCc2c(C#N)c(N3CCCCC3)nc(N3CCOCC3)c2C1
[29] CC1(C)CC(NC(=O)C(Cl)(Cl)Cl)CC(C)(C)N1
[30] Cc1ccc(NC(=O)CSc2nnc(COc3ccccc3C)o2)cc1
Compound	25	26	27	28	29	30
HCV inhibitor	10%	·	-52%	-18%	0%	-18%
HCMV antiviral	-37	-30	-10	-14	23	58
Sm TGR block	0%	0%	·	2%	6%	0%
AMA1 RON2 block	-2%	·	1%	13%	13%	-6%
Giardia FBPA inh	-1%	·	·	?	5%	18%
AmpC inh detg	-7%	13%	·	-3%	3%	0%

[31] C[C@H](NC(=O)C1CC(=O)N(c2ccc3c(c2)OCCO3)C1)C(=O)N1CCCCC1 (stereo partly specified)
[32] O=C(N/C(=C\c1ccc([N+](=O)[O-])cc1)C(=O)N1CCCCC1)c1ccccc1Br
[33] CC(=O)c1ccc(OCC(=O)NC2CCCCCC2)cc1
[34] CCc1ccc(C(=O)CSc2nc3cc(S(=O)(=O)N4CCOCC4)ccc3n2CC)cc1
[35] COc1ccc(CN2CCNC(=O)C2CC(=O)NC2CCOCC2)cc1C (stereo unspecified)
[36] CC(N)C(=O)NC(C(=O)N1CCCC1C(=O)NC(c1ccccc1)c1ccccc1)C(C)C (stereo unspecified)
Compound	31	32	33	34	35	36
HCV inhibitor	7%	?	10%	?	13%	?
HCMV antiviral	-11	-23	14	1	3	-18
Sm TGR block	7%	3%	8%	0%	?	-3%
AMA1 RON2 block	7%	2%	2%	-3%	24%	14%
Giardia FBPA inh	·	6%	·	-3%	-14%	·
AmpC inh detg	1%	?	?	-15%	6%	3%

A draw from above in order of number of heavy atoms, high to low:
[36] CC(N)C(=O)NC(C(=O)N1CCCC1C(=O)NC(c1ccccc1)c1ccccc1)C(C)C (stereo unspecified)
[31] C[C@H](NC(=O)C1CC(=O)N(c2ccc3c(c2)OCCO3)C1)C(=O)N1CCCCC1 (stereo partly specified)
[35] COc1ccc(CN2CCNC(=O)C2CC(=O)NC2CCOCC2)cc1C (stereo unspecified)
[30] Cc1ccc(NC(=O)CSc2nnc(COc3ccccc3C)o2)cc1
Compound	36	31	35	30
HCV inhibitor	?	7%	13%	-18%
HCMV antiviral	-18	-11	3	58
Sm TGR block	-3%	7%	?	0%
AMA1 RON2 block	14%	7%	24%	-6%
Giardia FBPA inh	·	·	-14%	18%
AmpC inh detg	3%	1%	6%	0%

Next compounds
[37] COC(=O)c1c(NC(=O)Cc2ccccc2)sc2c1CC(C)(C)NC2(C)C
[38] O=S(=O)(Nc1ccccc1O)c1ccc(Cl)nc1
[39] CCCCc1ccc(S(N)(=O)=O)cc1
[40] COC(=O)C(NC(=O)c1ccc(Cl)cc1)(Nc1nc(C)cs1)C(F)(F)F (stereo unspecified)
[41] N#Cc1cccc(NC(=O)CCC2CCCC2)c1
[42] COc1cccc(C#Cc2c(CO)[nH]c3ccccc23)c1
Compound	37	38	39	40	41	42
HCV inhibitor	-28%	11%	6%	-10%	?	?
HCMV antiviral	-16	5	-21	-19	-39	49
Sm TGR block	-21%	0%	0%	-27%	4%	32µM*
AMA1 RON2 block	-4%	5%	-1%	-7%	0%	-6%
Giardia FBPA inh	-15%	-6%	5%	1%	?	·
AmpC inh detg	?	1%	2%	-10%	-2%	2%

[43] COc1ccccc1C(=O)N/C(=C\c1cn(S(=O)(=O)N(C)C)c2ccccc12)C(=O)N1CCCC1
[44] O=C(Nc1nccs1)[C@@H]1CC=C[C@@H]2CCN(Cc3ccccc3)C(=O)[C@@H]21
[45] Cc1cccc(NS(=O)(=O)c2nnc(NC(=O)c3ccc(Cl)cc3)s2)c1
[46] CN(C)C1(CNC(=O)Nc2ccc(Cl)c(Cl)c2)CCCCC1
[47] COc1ccc(N2CCN(C(=O)CCc3nnc4ccc(N5CCCC5)nn34)CC2)cc1
[48] COc1cc(/C=C2\SC(=Nc3ccccc3OC)NC2=O)ccc1O
Compound	43	44	45	46	47	48
HCV inhibitor	-17%	6%	-1%	?	13%	-25%
HCMV antiviral	?	-19	41	0	-39	-12
Sm TGR block	-7%	·	7%	0%	-13%	-2%
AMA1 RON2 block	-12%	15%	-2%	-12%	-6%	19%
Giardia FBPA inh	9%	·	9%	-5%	·	5%
AmpC inh detg	-11%	·	-8%	-13%	-1%	3%

[49] Cc1ccc2cc(C)c3nnc(SCC(=O)N4CCCc5ccccc54)n3c2c1C
[50] O=C(NCc1ccco1)c1ccc2c(c1)N(Cc1ccccc1F)C(=O)c1ccccc1S2=O (stereo unspecified)
[51] O=C(NCCc1ccc(Cl)cc1)c1cnc2n(c1=O)CCS2
[52] CCN(CC)C(=O)c1ccc(NS(=O)(=O)c2ccc3[nH]c(=O)[nH]c3c2)cc1
[53] CC(=O)Nc1ccc(S(=O)(=O)Nc2cc(C)c(-n3nc4ccccc4n3)cc2O)cc1
[54] COC(=O)CCSC(=S)N1CCOCC1
Compound	49	50	51	52	53	54
HCV inhibitor	-6%	·	?	·	?	21%
HCMV antiviral	·	-13	28	-35	?	-7
Sm TGR block	-4%	-2%	3%	0%	-14%	6%
AMA1 RON2 block	·	·	-2%	13%	19%	-4%
Giardia FBPA inh	-8%	·	4%	·	-6%	-1%
AmpC inh detg	7%	2%	?	-7%	-4%	-3%

[55] Cn1nccc1NC(=O)Nc1ccccc1
[56] CCOc1ccc(OCCC(=O)OCC(=O)Nc2cc(S(=O)(=O)N3CCOCC3)ccc2OC)cc1
[57] CCCc1nc(SCC(=O)Nc2cc(C)on2)c2ccccc2n1
[58] Cc1occc1C(=O)Nc1ccc2c(c1)OCO2
[59] Cc1cc(C)c2c(CC(=O)O)coc2c1
[60] COCCCNC(=S)N/N=C/c1ccc(O)cc1
Compound	55	56	57	58	59	60
HCV inhibitor	20%	1%	?	2%	14%	-1%
HCMV antiviral	·	21	-27	48	-17	35
Sm TGR block	8%	·	-1%	-23%	1%	-34%
AMA1 RON2 block	3%	-7%	-13%	21%	-2%	107%[activator]
Giardia FBPA inh	14%	·	-2%	-2%	14%	-11%
AmpC inh detg	-6%	·	-16%	-12%	?	3%

Exported as labelled records: entries from further up
#55 Cn1nccc1NC(=O)Nc1ccccc1
  HCV inhibitor = 20%	HCMV antiviral = ·	Sm TGR block = 8%	AMA1 RON2 block = 3%	Giardia FBPA inh = 14%	AmpC inh detg = -6%
#59 Cc1cc(C)c2c(CC(=O)O)coc2c1
  HCV inhibitor = 14%	HCMV antiviral = -17	Sm TGR block = 1%	AMA1 RON2 block = -2%	Giardia FBPA inh = 14%	AmpC inh detg = ?
